# PABP1 MLLE inh – blocks PAM2 peptide binding to the PABP1 MLLE domain; P11940; inhibition, % at 20 µM; AID 588489; GST-MLLE / FITC-PAM2 fluorescence polarization; hit rate 0.36% among 360,000; in the data active means inhibition above about 35%, passing the limit was not always enough;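 further: plate controls were DMSO wells with GST-MLLE for no effect and wells lacking GST-MLLE protein for full effect; some results filed as inactive read as strong as hits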
# Target sequence (P11940 whole entry, looked up, the tested form may be a part): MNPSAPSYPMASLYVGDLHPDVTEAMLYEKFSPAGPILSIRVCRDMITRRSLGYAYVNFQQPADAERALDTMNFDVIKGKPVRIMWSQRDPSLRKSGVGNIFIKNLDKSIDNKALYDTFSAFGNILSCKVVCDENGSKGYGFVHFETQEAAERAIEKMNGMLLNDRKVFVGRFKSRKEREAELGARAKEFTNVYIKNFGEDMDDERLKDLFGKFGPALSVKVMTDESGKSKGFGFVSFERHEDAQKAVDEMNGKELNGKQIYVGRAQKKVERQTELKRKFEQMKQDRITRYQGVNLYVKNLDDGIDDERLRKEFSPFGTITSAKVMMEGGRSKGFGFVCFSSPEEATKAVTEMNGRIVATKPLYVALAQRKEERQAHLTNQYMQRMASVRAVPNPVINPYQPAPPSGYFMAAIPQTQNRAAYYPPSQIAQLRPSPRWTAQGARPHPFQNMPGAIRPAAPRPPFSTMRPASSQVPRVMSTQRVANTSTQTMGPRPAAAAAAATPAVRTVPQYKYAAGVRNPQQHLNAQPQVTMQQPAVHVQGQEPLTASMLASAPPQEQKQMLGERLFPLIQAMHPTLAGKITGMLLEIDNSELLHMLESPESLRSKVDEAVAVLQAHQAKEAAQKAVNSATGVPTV
# MsrA inh – inhibits bovine methionine sulfoxide reductase A; purified bovine MsrA, absorbance read-out; inhibition, % at 15.5 µM; hit rate 0.75% among 360,000; AID 651718; in the data active means inhibition above about 4.5%;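 further: 0% = vehicle wells with enzyme and 100% = reference inhibitor wells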
# MsrA act – bovine methionine sulfoxide reductase A activation. purified bovine MsrA, absorbance read-out. activation, % at 10.6 µM. hit rate 0.3% among 360,000; in the data active means activation above about 7.5%;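 further: 0% = vehicle and 100% = reference activator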
# SKN-1 block – inhibitors of C. elegans SKN-1; hit rate 0.49% among 360,000; inhibition, % at 21.8 µM; C. elegans VP596 Pgst-4::GFP/RFP ratio, acrylamide-induced, 24 h;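 active means interference check ratio from 0.5 to 1.5 plus GFP to RFP signal ratio inhibition reaching or exceeding a fixed threshold, cut at about 30% in these data, passing the limit was not always enough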; further: some compounds called inactive have numbers as strong as hits
# CendR NRP1 mod – alters CendR peptide binding to human NRP-1; O14786; FAM-RPARPAR peptide binding to NRP-1, fluorescence polarization; inhibition, % at 25 µM; hit rate 0.85% among 360,000;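 active means inhibition or corrected inhibition above about 18%, plus a signal ratio from 0.5 to 1.5, limit read from the data, passing the limit was not always enough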; further: strong numbers were not always called active
# MT1-MMP act inh – MT1-MMP (human) activation inhibition; P50281; HT1080 RFP-PRO-GFP cells, GFP/RFP ratio fluorescence, overnight; percent of plate control window, DMSO zero; GFP/RFP ratio change, % at 20 µM; hit rate 0.061% among 360,000; AID 651647;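 active means GFP/RFP ratio change of at least 30% with cell ATP level not reduced by more than half and red fluorescence within 50% of control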; further: strong numbers were not always called active
#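 Assay system: RFP-PRO-GFP reporter HT1080 cells; read-out basis: GFP/RFP fluorescence ratio; benchmarks: DMSO wells and RFP-L50D-GFP cells; doses: 20 µM single dose, 1% DMSO; schedule: overnight cell settling, then overnight compound exposure, 37 °C, 5% CO2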
# Tb MetRS inh – blocks T. brucei methionyl-tRNA synthetase activity | purified T. brucei MetRS, ATP depletion, Kinase-Glo luminescence | inhibition, % at 11.9 µM | hit rate 0.4% among 360,000 | AID 624268;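 active means inhibition above a per-plate cutoff of the control wells' mean inhibition plus 3 SD, cut at about 5.5% in these data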;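 further: 0% = DMSO wells median and 100% = median of wells with control inhibitor compound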
#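 Dosing: 11.9 µM compound single dose, 0.9% DMSO; Assay system: purified T. brucei MetRS enzyme; Measured by: Kinase-Glo luciferase luminescence reporting remaining unconsumed ATP; Schedule: 15 min plus 2 h at 25 °C.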
# FAS-TE inh – blocks the thioesterase domain of human fatty acid synthase. P49327. recombinant FAS-TE, OMFH fluorogenic substrate, fluorescence endpoint. inhibition, % at 15 µM. hit rate 0.67% among 360,000;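 active means compounds whose normalised, plate-corrected inhibition of enzyme fluorescence in the single-dose primary screen is 50% or more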;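 further: 0% = DMSO with enzyme and 100% = substrate without enzyme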
# E coli Lon inh – inhibitors of E. coli Lon protease | inhibition, % at 7.94 µM | hit rate 0.42% among 360,000 | purified E. coli Lon protease, fluorescence polarization | P0A9M0; in the data active means inhibition above about 13%, passing the limit was not always enough;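 further: 0% = enzyme with probe and DMSO and 100% = no enzyme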
# The depositor's hits bear a star; · = no result given.
SMILES,PABP1 MLLE inh,MsrA inh,MsrA act,SKN-1 block,CendR NRP1 mod,MT1-MMP act inh,Tb MetRS inh,FAS-TE inh,E coli Lon inh
O=S(=O)([O-])C(c1ccccc1)[n+]1ccccc1 (stereo not drawn),6,-0.9,-5,-9,14,4,-0.2,-9,-9
CCOc1cc(Cl)c(CNCCCN2CCOCC2)cc1OC,-9,1.3,-2,8,-1,1,0.7,-6,-9
N/C(=N\OC(=O)Cc1cccs1)c1ccc([N+](=O)[O-])cc1,5,2.5,-5,13,-13,9,-1.1,2,-3
O=C(O)c1cccc(S(=O)(=O)N2CCC(Cc3ccccc3)CC2)c1,-5,1.0,-4,0,6,-2,0.1,-3,-10
CCC(C)N1CC23C=CC(O2)C(C(=O)OC)C3C1=O (stereo not drawn),5,-0.5,0,4,-13,-3,-0.4,-4,-6
C[n+]1ccc(C(=O)NCc2ccccc2)cc1,-131,·,-1,13,8,0,0.4,-1,-3
Oc1ccc(/C=N/Nc2ccnc3cc(Cl)ccc23)c(O)c1O,-61,1.8,-4,14,2,-5,3.4,-22,-27
Cc1cc2c(cc1C)[n+](C)cn2CC(O)COCC1CC=CCC1 (stereo not drawn),-129,2.3,-8,4,1,-3,-1.3,-1,5
COc1ccc(-c2cc(=O)c3c(OC)c(OC)c(OC)c(OC)c3o2)cc1,1,1.9,-3,-14,2,-5,-1.8,0,-9
O=C(CSc1nnc(C2CC2)n1Cc1ccccc1)c1ccc(S(=O)(=O)N2CCOCC2)cc1,-8,-0.1,-2,-1,-6,17,-0.3,-4,-5
Cc1ccc(C(=O)N2CCC(n3nccc3NC(=O)C3CCOC3)CC2)cc1 (stereo not drawn),-7,-0.1,-4,-17,7,-1,0.0,-10,2
Cc1nc(SCC(=O)NC(=O)NCc2ccco2)nc(C)c1C,-7,0.6,-2,1,-5,1,-0.2,-2,0
CCCn1c(=O)[nH]c(=O)c2c(C(=O)OCC)cc(-c3cccs3)nc21,13,0.7,-1,7,-10,2,0.5,4,0
CC1(c2ccccc2)NC(=O)N(CC(=O)NCCN2C(=O)S/C(=C\c3cccnc3)C2=O)C1=O (stereo not drawn),10,4.3,-4,-16,11,0,0.1,-3,-12
COc1ccc([N+](=O)[O-])cc1/C=N/NC(=O)CNC(=O)C(c1ccccc1)c1ccccc1,-3,0.1,-5,0,0,5,0.1,50,-1
Cc1noc(C)c1NC(=O)N(C)C[C@H]1Oc2c(cccc2N(C)C)C(=O)N([C@H](C)CO)C[C@@H]1C,2,0.4,-8,-14,0,0,0.9,-12,-1
NC(N)=Nc1nc(CCN2C(=O)c3ccccc3C2=O)cs1,3,1.9,2,-16,-13,-5,-0.2,-8,1
CCOc1ccc(NC(=O)CN(C)C(=O)Cc2sc(C)nc2-c2ccc(F)cc2)cc1OCC,-16,0.1,-3,-4,-2,-1,-0.3,-2,-3
CCCN(CC(=O)Nc1ccc(C(N)=O)cc1)CC(=O)Nc1ccc(Cl)cc1Cl,-13,-0.4,-2,3,-10,-1,0.1,1,0
COc1cc(/C=C/C(=O)OCC(=O)Nc2cccc(Oc3ccccc3)c2)ccc1O,12,2.4,4,3,-4,-2,-1.1,30,16
CC(=O)N1c2ccc(S(=O)(=O)NCCC(=O)N3CCC(C)CC3)cc2CC1C (stereo not drawn),1,1.6,-5,-12,-2,2,-0.1,-4,3
COc1nccnc1NS(=O)(=O)c1ccc(NC(=O)c2ccccc2Br)cc1,6,1.9,-4,5,-2,-4,0.3,-2,6
COc1ccc(-c2noc(CNC(=O)c3ccoc3C)n2)cc1OC,-9,-0.9,-4,8,7,3,-0.8,-7,1
Cn1c(SCC(=O)Nc2ccc(NC(=O)c3cccs3)cc2)nnc1-c1ccncc1,-11,1.1,-2,5,-7,-1,-1.8,0,-4
CC(C)(C)C(=O)COC(=O)C1CC(=O)N(c2ccccc2)C1 (stereo not drawn),-4,-1.0,-1,-2,3,2,0.0,-5,-2
CC(=O)Nc1ccc(OS(=O)(=O)c2cc(Cl)ccc2C)cc1,-4,0.0,0,4,0,-1,-0.5,4,2
O=C(Nc1nccs1)C1CCN(S(=O)(=O)c2cnc[nH]2)CC1,-7,-0.8,-2,2,-9,-4,-1.4,-12,-7
CN(CC(=O)Nc1ccccc1C(=O)N1CCCC1)S(=O)(=O)c1ccc(Cl)cc1,-15,1.6,-2,0,-6,-2,-0.9,-3,-10
CC(NC(=O)/C=C/c1ccco1)c1nc2ccccc2n1Cc1c(Cl)cccc1Cl (stereo not drawn),-2,0.3,-3,-2,-18,-4,0.3,-4,-32
Cc1ccc(-c2csc(CC(N)=O)n2)cc1,12,-1.4,-1,1,4,13,-0.3,-2,7
Cc1ccc(OCCCNC2CCCC2)cc1,-1,0.9,-1,3,4,1,1.2,-6,-3
COc1cc(NC(=O)c2ccccc2)c(OC)cc1NC(=O)CSc1[nH]c(=O)cc(C)c1C#N,-66,0.0,-2,12,-16,-16,-0.2,-2,1
Cc1cc(C)n(-c2nc(N(C)C)nc(N(C)C)n2)n1,5,-0.3,-3,-2,-10,7,-1.9,-7,-2
CCOc1ccc(CC(=O)NC2CC(C)(C)N(C)C(C)(C)C2)cc1OCC,-5,-1.5,5,-1,-4,2,-0.1,-7,1
Cn1cccc1/C=C1\SC(=S)N(Nc2ccccc2)C1=O,-80,-0.9,-3,23,-42,4,0.1,19,-140
CCC1(c2ccccc2)NC(=O)N(CC(=O)Nc2ccc3c(C)cc(=O)oc3c2)C1=O (stereo not drawn),-34,1.8,-2,5,8,5,-0.4,7,-4
COc1ccc(/C(O)=C2/C(=O)C(=O)N(c3ccccn3)C2c2ccc(OC)cc2)cc1 (stereo not drawn),-1,-0.1,-4,-10,-10,-3,-0.6,-3,-2
Cn1c(-c2sc3ccccc3c2Cl)n[nH]c1=S,-1,0.7,6,2,-8,6,-0.7,-8,-6
O=C(CN(C(=O)CCC(=O)Nc1nccs1)c1cccc(F)c1)NCC1CCCO1 (stereo not drawn),-3,0.5,-2,3,-5,-3,-1.2,-3,0
Cc1nn(CCC#N)c2nc(-c3ccccc3)cc(C(F)(F)F)c12,-7,2.9,-7,-8,0,-1,-1.9,9,-5
O=C(NNC(=O)c1cccc(Br)c1)Nc1ccc(Cl)cc1,-7,1.5,-6,4,10,1,2.7,1,-7
COc1cccc(-n2nnnc2SCC(=O)NCc2ccc3c(c2)OCO3)c1,-2,0.5,0,12,-2,-4,-0.6,8,2
CC(=O)NC(c1ccc(F)c(F)c1)c1nc(-c2cccc(C(F)(F)F)c2)cs1 (stereo not drawn),6,-1.2,0,0,3,1,0.2,23,-1
CC(C)c1ccc(C2(C)NC(=O)N(CC(=O)NC3(C#N)CCCC3)C2=O)cc1 (stereo not drawn),-50,-1.1,0,16,14,1,0.3,2,-16
CCOC1=CC(=O)OC(c2ccccc2)C1 (stereo not drawn),-3,-1.2,-2,-11,2,-1,-0.4,-1,-1
Cc1ccccc1C(=O)Nc1nnc(SCC(=O)NC2CC2)s1,0,0.6,-3,7,12,3,0.0,-6,-6
Cn1c(=O)c(=O)n(C)c2cc(S(=O)(=O)NCCc3ccccc3)ccc21,3,0.4,-1,-11,5,-1,0.0,2,-1
Oc1ccccc1N1CCN(C(c2ccccc2)c2ccccc2)CC1,-11,-0.3,-3,-1,-3,-1,0.2,19,-6
O=C(Nc1cc2c(cc1Cl)OCCCO2)c1ccco1,-2,0.0,0,17,9,1,-0.6,-8,3
O=C(NCCCN1CCCC1=O)C1CCN(S(=O)(=O)N2CCOCC2)CC1,-5,0.3,1,-8,-7,4,0.7,-6,16
# (more compounds)
SMILES,PABP1 MLLE inh,MsrA inh,MsrA act,SKN-1 block,CendR NRP1 mod,MT1-MMP act inh,Tb MetRS inh,FAS-TE inh,E coli Lon inh
COc1ccc(C2(C(=O)N3CCC(n4nc(-c5ccccc5)oc4=O)CC3)CC2)cc1,-6,·,-1,-1,-6,-2,-0.2,14,-3
Cn1c(=O)[nH]c(=O)c2c1nc(SCCN1CCOCC1)n2CCCc1ccccc1,-15,0.1,-8,7,3,-3,-0.5,-4,-12
Cc1ccc(C(=O)N2C(=S)C(c3ccc(F)cc3)=NC23CCN(C)CC3)cc1,29,0.6,-1,2,1,0,-0.5,13,4
O=C(COC(=O)c1cccc(Cl)c1Cl)NCCN1C(=O)CSC1=O,-5,1.4,-3,4,4,0,0.3,-11,9
Cc1sc(NC(=O)c2ccco2)c(C(c2cccnc2)N2CCN(CCO)CC2)c1C (stereo not drawn),9,0.8,-10,5,-7,-3,-0.9,-13,10
Nc1nc(NC(=O)/C=C/c2ccc(F)cc2)nn1-c1ccccc1,-8,0.8,-2,0,-10,6,-0.5,-2,-11
CN(Cc1cccc(F)c1)C(=O)c1ccccc1Sc1ccccc1C#N,17,-0.7,-8,-22,-7,2,-0.7,12,6
COc1ccccc1NC(=O)COC(=O)c1[nH]c(=O)[nH]c(=O)c1N,10,1.2,0,9,0,5,-0.2,-8,0
COc1ccc(CN2CCCCCC2)cc1Br,-5,-0.7,0,20,3,4,-0.3,-5,-5
O=S(=O)(Nc1ccn(-c2ccccc2)n1)c1ccc(Br)cc1,-11,-0.4,-4,10,-15,-3,-0.7,5,-6
CN1CCN(c2ccccc2/C=C2/C(=O)Nc3ccccc32)CC1,3,1.4,-11,-9,3,-8,-1.5,-3,5
CCN(C(=O)COC(=O)c1ccc(Cl)c(S(=O)(=O)N2CCCCC2)c1)C1CCS(=O)(=O)C1 (stereo not drawn),12,0.6,-5,-29,7,6,-0.2,0,-2
CC(=O)Nc1cc[n+](C(C)C(=O)c2ccccc2)cc1 (stereo not drawn),-5,-0.5,-9,-12,3,-2,-0.7,-7,-11
CCCOC(=O)c1cccc(NC(=O)C(C)(C)C)c1,-12,-0.3,-12,-6,13,1,-0.9,3,4
O=C(Nc1cccc(F)c1)N(Cc1ccc(Cl)cc1)CC(O)C(F)(F)F (stereo not drawn),-12,-0.2,-2,-12,-5,1,-0.6,9,2
O=C(CCc1ccccc1)Nc1cc2c(cc1Cl)OCCO2,0,-0.1,-5,-10,16,0,-0.2,6,2
COc1ccc(F)cc1C(=O)C1CCCN(Cc2cccn2-c2cccnc2)C1 (stereo not drawn),0,-1.4,-1,0,-2,-7,0.3,7,-2
C=CCN(C(=O)C1=NN(C2CCS(=O)(=O)C2)C(=O)CC1)c1nc(-c2ccc([N+](=O)[O-])cc2)cs1 (stereo not drawn),33,1.4,-8,2,14,-6,0.1,19,5
COc1cccc(-c2ccc(C#N)c(=O)[nH]2)c1,2,3.4,-4,2,-2,2,0.1,-6,8

# Some of the entries so far, with values under each structure.
# Values in the order: PABP1 MLLE inh | MsrA inh | MsrA act | SKN-1 block | CendR NRP1 mod | MT1-MMP act inh | Tb MetRS inh | FAS-TE inh | E coli Lon inh
O=C(O)c1cccc(S(=O)(=O)N2CCC(Cc3ccccc3)CC2)c1
→ -5 | 1.0 | -4 | 0 | 6 | -2 | 0.1 | -3 | -10
CCC(C)N1CC23C=CC(O2)C(C(=O)OC)C3C1=O (stereo not drawn)
→ 5 | -0.5 | 0 | 4 | -13 | -3 | -0.4 | -4 | -6
C[n+]1ccc(C(=O)NCc2ccccc2)cc1
→ -131 | · | -1 | 13 | 8 | 0 | 0.4 | -1 | -3
Oc1ccc(/C=N/Nc2ccnc3cc(Cl)ccc23)c(O)c1O
→ -61 | 1.8 | -4 | 14 | 2 | -5 | 3.4 | -22 | -27
